Source: PubChem BioAssay (National Center for Advancing Translational Sciences (NCATS))
TGFb inhibitor: inhibitors of TGF-b signaling | Potency, µM (titrated, usually from 46.1 µM), without a hit: at the highest dose activity, negative = inhibition, most hits filed as inhibitors | hit rate 1.2% among 410,000 | HepG2 CAGA-GFP TGF-b/SMAD3 reporter, GFP fluorescence, 18 h; TGF-beta stimulated, 500 pg/mL final | AID 588855; also: potency is read from the fitted curve at half-maximal effect; % is scaled to controls: 0 for no effect and ±100 for the full control effect; nearly all actives have a fitted effect of over 65% in size
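TGF-beta reporter screen: HEPG2 CAGA-GFP, 1% FBS, 500 pg/mL TGF-beta final, 18 h; per-cell GFP summed per well; curves fitted and categorized by class.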
A549 tox: kills or reduces viability of A549 cells in Nrf2 counter-screen | hit rate 0.16% among 390,000 | A549 ARE-Fluc cells, CellTiter-Fluor viability, 18-24 h | Potency, µM (series often up to 46 µM), without a hit: at the top dose activity change, negative = cytotoxicity, usual class: inhibitors; also: potency is read from the fitted curve at half-maximal effect; % is scaled to controls: 0 for no effect and ±100 for the full control effect
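A549 ARE_Fluc cells in 5% FBS OPTI-MEM were exposed to compounds in concentration-response for 18-24 h at 37 deg C. Viability was read by CellTiter-Fluor fluorescence (Ex 405/Em 525) after 30 min, before the luciferase read.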
ATXN viability: cell viability loss in ATXN counter-screen | S2 cells (HEK-293 line with an ATXN2-luciferase reporter) viability, CellTiter-Fluor protease fluorescence, 24 h | Potency, µM (titrated, usually from 56.7 µM), most hits filed as cytotoxic | hit rate 0.49% among 400,000 | AID 651635; also: potency is read from the fitted curve at half-maximal effect; nearly all actives have a fitted effect of over 40% in size
MCF10A rerep: induces DNA re-replication in MCF 10a normal breast cells; MCF 10A DNA re-replication, Hoechst nuclear intensity, 48 h; Potency, µM (top dose mostly 46.1 µM), for the others: at the highest dose activity, positive = re-replication, hits mostly activators; hit rate 2.9% among 350,000; also: potency is read from the fitted curve at half-maximal effect; % of control where 0% means no effect; nearly all actives have a fitted effect of over 50% in size
Nrf2 block: Nrf2 pathway inhibition. A549 ARE-Fluc reporter, luciferase luminescence, 18-24 h. Potency, µM (titrated, usually from 46 µM), inactives show at the highest dose activity change, negative = inhibition, actives largely listed as inhibitors. hit rate 2.1% among 360,000. AID 504444; also: potency is read from the fitted curve at half-maximal effect; % is scaled to controls: 0 for no effect and ±100 for the full control effect; nearly all actives have a fitted effect of over 60% in size
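Cells were seeded and rested 2 h, then exposed to compounds for 18-24 h. CellTiter-Fluor was read first as a viability measure. BugLite was added 15 min before the final luminescent read of ARE-luciferase activity in A549 cells.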
IL-1B inflam inh: blocks inflammasome-driven IL-1 beta release | THP-1 LPS/ATP IL-1B secretion, AlphaLISA, 16 h; hits give low values | activity change, % at 57.5 µM | hit rate 4.7% among 360,000; in the data active = activity change below about -50%; inconclusive = mostly about -30% to -49%; also: % is scaled to controls: 0 for no effect and ±100 for the full control effect
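Secreted IL-1B measured by AlphaLISA bead assay after 16 h compound exposure of THP-1 cells; compounds (final up to 57.5 uM) added 1 h before LPS (250 ng/mL) and ATP (1.25 mM) stimulation; lower signal means less secretion.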
HepG2 viability: HepG2 cytotoxicity, counter-screen for TGF-b inhibitors; HepG2 CAGA-GFP viability, ATP luminescence, 18 h; Potency, µM (series often up to 46.1 µM), for inactives: at the top dose activity change, negative = cytotoxicity, hits mostly cytotoxic; hit rate 0.76% among 410,000; AID 588856; also: potency is read from the fitted curve at half-maximal effect; some results filed as inactive show a strong effect at the top dose
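CellTiter-Glo luminescence gave cytotoxicity after 18 hours at 37 degrees C. The cells were HepG2 CAGA-GFP in 1% FBS DMEM, stimulated with 500 pg/mL TGF-beta after compound addition. %Activity was normalised to no-cell wells (complete cell-killing) and DMSO (no toxicity), and curves were fitted and classified.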
ATXN2 expr inh: reduces ATXN2 reporter expression in HEK-293 cells; hit rate 0.72% among 360,000; HEK-293 ATXN2-luciferase reporter, luminescence, 24 h; Potency, µM (doses to about 57 µM), for inactives: at the top dose activity change, negative = inhibition, actives largely listed as inhibitors; also: potency is read from the fitted curve at half-maximal effect; % is scaled to controls: 0 for no effect and ±100 for the full control effect; nearly all actives have a fitted effect of over 55% in size
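ATXN2-luciferase reporter cells (luciferase flanked by upstream and downstream ATXN2 gene portions) were treated 24 h at 37 °C with compounds at up to 57 uM. SteadyGlo luminescence gave expression; GF-AFC fluorescence gave viability.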
Nrf2 activator: Nrf2 pathway activation. AREc32 ARE-luciferase reporter (MCF7-derived line), luminescence, 24 h. Potency, µM (top dose mostly 46.1 µM), for the others: top-dose activation, usual class: activators. hit rate 0.31% among 410,000. AID 624171; also: potency is read from the fitted curve at half-maximal effect; % of control where 0% means no effect; nearly all actives have a fitted effect of over 65% in size
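Reporter line AREc32 (ARE-Fluc), seeded overnight in OPTI-MEM with 5% FBS; compound pin-transferred, 24 hr at 37 deg C, 5% CO2; luminescent read-out.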
Numbers without * were called inactive; i = inactive; u = inconclusive; x = not tested or not shown; [ ] = another dose, or the depositor's remark. Unless noted, calls follow the shape of the dose curve; as a rule, active = well fitted curve in the direction sought with a large enough effect; inconclusive = small, poorly fitted or top-dose-only effect, or another doubt; inactive = no such curve, though single readings can be large; an effect the other way counts as inactive or inconclusive.

Fields: TGFb inhibitor, A549 tox, ATXN viability, MCF10A rerep, Nrf2 block, IL-1B inflam inh, HepG2 viability, ATXN2 expr inh, Nrf2 activator
> Cc1ccc(-c2c(C(=O)N3CCN(c4cccc(C)c4)C(C)C3)oc(=O)c3ccccc23)cc1 (stereo not given)
 : u, -5%, i, x, u, x, -35%, -18%, 0.1%
> O=C(CSCc1cccs1)N1CCCC1
 : 8%, -2%, i, -2%, 21%, -5, -9%, 25%, 1.8%
> Oc1ccc(-n2nnnc2SCc2ccccc2Br)cc1
 : -4%, 6%, i, 4%, 1%, 26, -5%, -20%, 0.0%[9.22 µM]
> COc1ccc(S(=O)(=O)Nc2c(C(=O)O)[nH]c3ccc(OC)cc23)cc1
 : 5%, 1%, i, u, 14%, 71, -4%, 11%, 5.5%
> O=C(O)CSc1nnc(-c2cccc(S(=O)(=O)N3CCOCC3)c2)n1-c1cccc(Cl)c1
 : -19%, 6%, i, 1%, 0%, 14, -4%, 7%, -0.2%
> Cc1ccc(CN2C(=O)C(CC(C)C)Nc3ncnc(N4CCN(c5ccccn5)CC4)c32)cc1 (stereo not given)
 : u, -2%, i, u, -14%, -56*, -24%, -36%, -0.3%
> Cc1ccccc1N=C(NOCc1ccc(Cl)cc1Cl)c1nonc1N
 : 13%, -4%, u, 1%, u, -10, -1%, u, -0.7%
> Cc1cccc(C(=O)N2CCc3cc(CNC(=O)COc4ccc(Cl)cc4)ccc32)c1
 : -3%, -21%, x, x, x, x, 12%, x, 0.6%
> COc1ccc(NC(=O)c2ccc(-n3cncn3)c([N+](=O)[O-])c2)cc1
 : -1%, -4%, i, u, u, -19, -14%, -10%, -0.3%
> C=CCn1cnc2c(c1=O)c1nc3ccccc3nc1n2/N=C/c1cccc(OC)c1
 : -4%, -3%, u, 12%, -15%, -6, 5%, 1%, -0.5%
> CC(=O)NC(c1ccccc1)c1c(O)ccc2ccccc12 (stereo not given)
 : -12%, -4%, u, 3%, 9%, 10, 0%, -8%, -0.6%
> CC1CCN(C(=O)C2CCN(S(=O)(=O)c3cccnc3)CC2)CC1
 : -8%, -7%, i, 10%, -21%, -1, -19%, 4%, 0.4%
> Cc1cn2c(=O)cc(COc3cccc(NC(=O)c4cccc(F)c4)c3)nc2s1
 : -4%, 2%, i, x, u, x, 2%, -3%, -0.9%
> CCc1c(C)sc(NC(=O)c2cccs2)c1C(=O)OC(C)C
 : 1%, 3%, i, 10µM*, -14%, 0, -4%, -6%, 2.5%
> CCOc1ccc(N(CC)S(=O)(=O)N2CCCC(C(=O)Nc3ccc(OC)c(OC)c3)C2)cc1 (stereo not given)
 : -26%, 12%, x, x, 21µM*, x, -22%, x, 0.8%
> c1ccc(-c2ccc(-c3nc(-c4ccncc4)no3)cc2)cc1
 : -9%, -3%, i, 15µM*, u, -5, -27%, -10%, -0.4%
> COc1ccc(OC)c2sc(N3CCN(C(=O)C4COc5ccccc5O4)CC3)nc12 (stereo not given)
 : -3%, 0%, i, x, x, x, 6%, 0%, -0.1%
> COc1ccc(S(=O)(=O)Nc2ccccc2C(=O)NC2CC2)cc1NC(C)=O
 : 12%, 14%, i, 1%, -1%, 2, 0%, x, -0.3%
> C=CCn1cc(C(=O)OCC)c(=O)c2ccc(F)cc21
 : 2%, 2%, i, -2%, 5%, 22, 2%, -11%[11.3 µM], -0.4%
> CSCCC(NS(=O)(=O)c1ccc(Cl)cc1)C(=O)OCC(=O)N(C(C)C)C(C)C (stereo not given)
 : -16%, -1%, i, 23%, -8%, -2, -9%, -6%, 4.7%
> CN(C)CC(C)(C)CN=Cc1c(O)[nH]c2ccccc12
 : -2%, 13%, i, 5%, 7%, 1, 22%, x, 0.4%
> COC(=O)c1nnn(CC(=O)NC(=O)Nc2cccc(Cl)c2C)c1C(=O)OC
 : 1%, 9%, i, -4%, 8%, -9, -5%, x, 0.1%
> C=CCn1c2ccccc2c2nnc(SCC(=O)O)nc21
 : -8%, 2%, i, 0%, 2%, 15, 2%, 4%, -0.3%
> CS(=O)(=O)Nc1ccc(C(=O)Nc2ccc3c(c2)OCCO3)cc1
 : -1%, 0%, i, -1%, x, -4, 5%, 9%, 0.8%
> O=C(CCc1ccccc1)NNC(=O)COc1ccc(Cl)cc1
 : 5%, 0%, i, 0%, 21%, 9, 18%, 7%, -0.8%
> O=C(NN=Cc1ccccc1O)c1cccc([N+](=O)[O-])c1
 : -15%, 0%, u, 1%, -2%, 160, -28%, u, -1.6%
> CC(=O)Nc1ccc(OS(=O)(=O)c2ccc(Cl)cc2)cc1
 : u, 12%, i, 13%, 3%, -10, -7%, 8%, 2.6%
> COc1ccc2c(c1)C=C(C(=O)OCc1cccnc1)CO2
 : 5%, -5%, i, -7%, 3%, 21, 4%, 5%[11.3 µM], -0.1%
> Cc1cc2oc(C(=O)N(Cc3ccccc3F)C3CCS(=O)(=O)C3)c(C)c2cc1Cl (stereo not given)
 : u, -6%, x, x, u, x, -23%, x, 1.0%
> Cc1cccnc1Nc1nc(-c2ccc(O)c(O)c2)cs1
 : u, -8%, u, 5%, u, 0, -33%, 2%, u
> CC1(CCOCc2ccccc2)NC(=O)NC1=O (stereo not given)
 : -3%, -19%, i, -24%, 8%, 14, -5%, -2%, 0.7%
> O=C1CN(C(=O)COc2ccccc2F)c2ccccc2N1
 : 8%, 5%, i, -2%, -25%, -7, -1%, 0%, -0.3%
> O=C(CN1CCCC1)N/N=C/c1ccc(-c2cccc(Cl)c2)o1
 : -17%, 1%, i, 4%, 1%, -11, -40%, 1%, 3.6%
> Cc1nn(CCCC(=O)NCc2ccccc2)c(=O)c2nccn12
 : 4%, 3%, i, 15%, 3%, -20, -15%, 2%, 0.2%
> CC(Oc1ccc(F)cc1)C(=O)NN (stereo not given)
 : 1%, -1%, i, -2%, 8%, 6, 11%, -17%, -1.0%
> Cc1cc(NS(=O)(=O)c2ccc(NC(=O)C3CCCCC3)cc2)no1
 : 5%, 5%, i, -3%, -12%, 35, 0%, -4%, -0.3%
> O=C(NCC1CC1)c1onc(CSc2ccccc2)c1C(=O)NCC1CC1
 : u, 10%, i, -23%, 17%, -12, -4%, 1%, -0.2%
> CC(=O)N(C1=C(N)C(=O)c2ccccc2C1=O)C(C)C
 : -10%, -6%, i, 0%, u, 57, -13%, -27%, -0.8%
> C=CCNc1nc2c(c(=O)n(C)c(=O)n2C)n1CC(=C)C
 : -3%, -2%, i, 6%, -15%, 4, -4%, -3%, -0.5%
> CN(C)c1ccc(C(CNC(=O)c2ccc(C#N)cc2)c2c[nH]c3ccccc23)cc1 (stereo not given)
 : u, -12%, i, 19%, -26%, u, -25%, -16%, 2.9%
> O=C(NC1CCCC1)C(c1ccccn1)N(C(=O)c1csnn1)c1ccccc1Cl (stereo not given)
 : 9%, -1%, i, -1%, -25%, 21, -2%, 21%, -0.3%
> CCN1C(=O)C(O)(c2c(C)[nH]c3ccccc23)c2ccccc21 (stereo not given)
 : -2%, -4%, i, x, -3%, x, 0%, 11%, -1.3%
> COc1cccc(C=C(C#N)C(=O)c2ccccc2)c1
 : -24%, x, i, x, x, 23, -11%, 1%, 0.4%
> CCN(CC)CCCNC(=O)c1sc2nc3n(c(=O)c2c1C)CCCCC3
 : 3%, -3%, x, x, u, x, -2%, x, 3.2%
> Cn1cnc([N+](=O)[O-])c1Nc1ccc(O)cc1
 : -4%, 2%, i, -2%, 18%, 34, 1%, 7%, -0.7%
> CC1CC(C)CN(S(=O)(=O)N2CCC(C(=O)NCCC3=CCCCC3)CC2)C1 (stereo not given)
 : -6%, u, u, -2%, u, 13, 2%, x, 0.4%
> O=C(Cn1nnc2ccccc21)Nc1ccc([N+](=O)[O-])cc1
 : -26%, -4%, i, 0%, 0%, 12, 0%, 2%, 0.4%
> O=c1c2cc3c(cc2n(Cc2cccc(Cl)c2)c(=O)n1Cc1nc(-c2ccccc2)no1)OCO3
 : -21%, 0%, i, x, 9%, x, 7%, 4%, -1.2%
> CC(C)(C)n1nc2c(c1NC(=O)Cc1ccc(Cl)cc1)CS(=O)(=O)C2
 : 15%, -9%, i, 1%, -5%, -1, 7%, -2%, -0.8%
> Cc1cccc(OCC(=O)NCC(c2cccs2)N2CCOCC2)c1 (stereo not given)
 : -19%, -2%, i, 9%, -12%, -1, 6%, 8%, -0.2%
> COc1ccc(C2=NOC3(CC(=O)N(c4ccc(C)cc4)C3=O)C2)c(OC)c1 (stereo not given)
 : -1%, x, i, 6%, 12%, -5, -9%, 9%, 0.2%

8 neighbouring records out of the list so far:
Fields: TGFb inhibitor, A549 tox, ATXN viability, MCF10A rerep, Nrf2 block, IL-1B inflam inh, HepG2 viability, ATXN2 expr inh, Nrf2 activator
> COc1cccc(C=C(C#N)C(=O)c2ccccc2)c1
 : -24%, x, i, x, x, 23, -11%, 1%, 0.4%
> CCN(CC)CCCNC(=O)c1sc2nc3n(c(=O)c2c1C)CCCCC3
 : 3%, -3%, x, x, u, x, -2%, x, 3.2%
> Cn1cnc([N+](=O)[O-])c1Nc1ccc(O)cc1
 : -4%, 2%, i, -2%, 18%, 34, 1%, 7%, -0.7%
> CC1CC(C)CN(S(=O)(=O)N2CCC(C(=O)NCCC3=CCCCC3)CC2)C1 (stereo not given)
 : -6%, u, u, -2%, u, 13, 2%, x, 0.4%
> O=C(Cn1nnc2ccccc21)Nc1ccc([N+](=O)[O-])cc1
 : -26%, -4%, i, 0%, 0%, 12, 0%, 2%, 0.4%
> O=c1c2cc3c(cc2n(Cc2cccc(Cl)c2)c(=O)n1Cc1nc(-c2ccccc2)no1)OCO3
 : -21%, 0%, i, x, 9%, x, 7%, 4%, -1.2%
> CC(C)(C)n1nc2c(c1NC(=O)Cc1ccc(Cl)cc1)CS(=O)(=O)C2
 : 15%, -9%, i, 1%, -5%, -1, 7%, -2%, -0.8%
> Cc1cccc(OCC(=O)NCC(c2cccs2)N2CCOCC2)c1 (stereo not given)
 : -19%, -2%, i, 9%, -12%, -1, 6%, 8%, -0.2%
